Screening results as filed in PubChem BioAssay.
ABCG2 inh = human ABCG2 inhibition, ABCB1 as counter-screen; IgMXP3 cells, JC-1 efflux, flow cytometry; Q9UNQ0; hit rate 0.1% among 190,000; inhibition, % at 6.6 µM;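 active means inhibition above 80%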;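 further: 0% = DMSO and 100% = nicardipine control wells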
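Test system: ABCG2 IgMXP3 and barcoded ABCB1 CCRF-Adr cell mix; Schedule: cells with compound and JC-1, 10 min at 25 °C, rotating, no wash; Technique: flow cytometry of retained JC-1 fluorescence; Measure: % inhibition of efflux relative to nicardipine and DMSO; Controls: nicardipine high and DMSO low controls.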
Rac1 mut GTP = human Rac1 activated mutant GTP binding change. P63000. GST-Rac1 activated beads, fluorescent GTP binding, flow cytometry; actives lie on both sides; 100% means binding = to untreated wells. percent activity (GTP binding), % at 10 µM. hit rate 0.11% among 190,000;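 active means GTP binding at least 20 percentage points away from the 100% baseline, in either direction, so actives lie on both sides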
Avidin bead fluor = compound fluoresces at 488/530 nm on avidin beads | compound fluorescence 488/530 nm, flow cytometry; hits give high values | fluorescence (KMESF) at 10 µM | hit rate 0.38% among 220,000; in the data active means fluorescence above about 47; further: inactives centre near 10
HRas wt GTP = modulators of GTP binding to human HRas wildtype. P01112. GTP binding activity, % at 10 µM. GST-Ras wt beads, Bodipy-FL-GTP binding, flow cytometry; actives lie on both sides. hit rate 0.14% among 190,000;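 active means GTP binding activity at least 20% away from the 100% baseline, either lowered as inhibitor or raised as activator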;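 further: 0% = unlabeled GTP competition control and 100% = no-compound control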
Target sequence (P01112 whole entry, looked up): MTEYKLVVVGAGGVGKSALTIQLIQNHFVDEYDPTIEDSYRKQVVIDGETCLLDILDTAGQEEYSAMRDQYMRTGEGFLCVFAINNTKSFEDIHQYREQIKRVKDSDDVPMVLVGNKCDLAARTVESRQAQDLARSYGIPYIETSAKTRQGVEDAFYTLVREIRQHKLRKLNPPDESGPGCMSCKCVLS
Pf gamet viab = kills late stage P. falciparum gametocytes. P. falciparum stage V gametocytes, ATP luminescence, 24 h. inhibition, % at 10.9 µM. hit rate 0.065% among 150,000. AID 743093;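 active means inhibition above the mean plus 3 SD of compounds within the control limits, set per campaign, cut at about 38% in these data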;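 further: 0% = DMSO wells and 100% = medium only without gametocytes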
ABCB1 block = blocks JC-1 efflux by human ABCB1 transporter; P08183; CCRF-Adr cells, flow cytometry; inhibition, % at 6.6 µM; hit rate 0.067% among 190,000; AID 1326; in the data active means inhibition above about 40%;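 further: 0% = vehicle and 100% = reference inhibitor; higher value means more JC-1 retained so stronger ABCB1 efflux block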
Mcl1-Noxa inh = disrupts binding of human Mcl-1 to Noxa peptide; Q07820; TR-FRET Mcl-1/Noxa peptide binding, 2 h; inhibition, % at 21.7 µM; hit rate 1.5% among 220,000; AID 1022;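 active means compounds that cut the protein-peptide binding signal by more than 50% relative to plate controls in a single-dose test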;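 further: His-tagged Mcl-1 with rhodamine Noxa BH3 peptide and terbium anti-His antibody; 0% = Mcl-1 plus Noxa peptide wells and 100% = peptide-only wells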
Target sequence (Q07820 whole entry, looked up): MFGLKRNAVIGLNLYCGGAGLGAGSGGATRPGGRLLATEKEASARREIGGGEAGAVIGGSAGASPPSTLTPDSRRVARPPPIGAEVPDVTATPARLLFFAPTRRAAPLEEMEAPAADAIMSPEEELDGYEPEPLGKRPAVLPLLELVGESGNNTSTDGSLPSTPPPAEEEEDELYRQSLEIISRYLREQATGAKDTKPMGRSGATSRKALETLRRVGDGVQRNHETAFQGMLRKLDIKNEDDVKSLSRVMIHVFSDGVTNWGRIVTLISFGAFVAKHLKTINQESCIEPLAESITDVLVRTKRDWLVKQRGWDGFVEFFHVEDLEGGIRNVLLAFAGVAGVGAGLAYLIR
Rac1 wt GTP bind = human Rac1 wildtype GTP binding, inhibitors and activators; P63000; GST-Rac1 beads, fluorescent GTP binding, flow cytometry; actives lie on both sides; 0 = cold GTP competed, 100 = untreated; GTP binding activity (% of control), % at 10 µM; hit rate 0.27% among 190,000; AID 757;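 active means GTP binding activity at least 20 points away from the 100% control level, either lower or higher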
Rab2A wt mod = changes GTP binding to wildtype dog Rab2A, up or down; P61105; GST-Rab2 wt beads, Bodipy-GTP binding, flow cytometry; GTP binding activity, % at 10 µM; hit rate 0.19% among 190,000;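 active means GTP binding activity at least 20 points away from 100%, either lowered or raised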;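 further: 0% = beads with excess unlabeled GTP and 100% = no-compound control corrected for plate trend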
Cdc42 wt GTP = changes GTP binding to wildtype human Cdc42 | GST-Cdc42 beads, Bodipy-GTP binding, flow cytometry; actives lie on both sides | percent activity (GTP binding), % at 10 µM | hit rate 0.2% among 190,000;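 active means percent activity GTP binding at least 20 points away from the 100% baseline, either down as inhibitor or up as activator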;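 further: median bead fluorescence of bound Bodipy-FL-GTP at 100 nM; 0% = excess unlabeled GTP control and 100% = no compound control; below 100% means less GTP binding so inhibitor and above means activator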
Target sequence (P60953 whole entry, looked up): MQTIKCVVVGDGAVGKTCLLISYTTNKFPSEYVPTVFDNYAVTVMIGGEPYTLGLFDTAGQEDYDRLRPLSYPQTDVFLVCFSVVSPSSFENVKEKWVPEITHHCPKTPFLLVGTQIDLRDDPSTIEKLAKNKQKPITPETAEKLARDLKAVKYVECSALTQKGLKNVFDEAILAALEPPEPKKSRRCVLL
Rab7 wt GTP bind = modulators of GTP binding to dog Rab7 wildtype GTPase; GST-Rab7 beads, fluorescent GTP binding, flow cytometry; actives lie on both sides; untreated = 100%, excess cold GTP = 0%; GTP binding activity (percent of control), % at 10 µM; hit rate 0.055% among 190,000;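 active means fluorescent GTP binding to Rab7 beads changed by at least 20 points from the 100% baseline, either direction, mostly lower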;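 further: median green fluorescence of bound Bodipy-FL-GTP per Rab7 bead population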
* marks the source's active call; other numbers are inactive results; x = not tested or not shown. An unsorted share of the library, and some 2.3% of all compounds hit somewhere here.

SMILES | ABCG2 inh | Rac1 mut GTP | Avidin bead fluor | HRas wt GTP | Pf gamet viab | ABCB1 block | Mcl1-Noxa inh | Rac1 wt GTP bind | Rab2A wt mod | Cdc42 wt GTP | Rab7 wt GTP bind
CCN(C(=O)CCc1nc(-c2ccc(OC)cc2)no1)c1cc(OC)ccc1OC | 4 | 99 | 8 | 102 | -9 | 1.0 | 18 | 102 | 100 | 102 | 100
Cc1c(C(O)CN2CCN(Cc3ccc4c(c3)OCO4)CC2)c2ccccc2n1C (stereo unspecified) | 2 | 99 | 2 | 100 | x | 0.3 | 2 | 103 | 99 | 100 | 99
COc1cc(-c2nc(S(=O)(=O)c3ccc(Cl)cc3)c(N3CCOCC3)o2)cc(OC)c1OC | 21 | 90 | 12 | 93 | 28 | 16 | x | 89 | 90 | 92 | 92
CN(C)CCCNCCNC(=O)/C=N\O | -1 | 95 | 7 | 95 | x | 1.4 | 19 | 97 | 98 | 96 | 98
NS(=O)(=O)c1ccc(CCNC(=O)CN2CCN(c3ccc(F)cc3)CC2)cc1 | 4 | 103 | 15 | 105 | 9 | 0.8 | 8 | 103 | 103 | 104 | 96
COc1ccc(Nc2nnc(SCC(=O)NC(=O)Nc3ccc4c(c3)OCCO4)s2)cc1 | 8 | 89 | 10 | 94 | -8 | 0.6 | 29 | 95 | 91 | 91 | 105
COCC(=O)N(C)c1nnc(-c2ccc([N+](=O)[O-])cc2)s1 | 2 | 97 | 16 | 99 | -2 | 0.1 | 20 | 96 | 98 | 100 | 96
Cc1ccccc1NC(=O)COC(=O)c1ccc(S(C)(=O)=O)c([N+](=O)[O-])c1 | 24 | 82 | 8 | 91 | -20 | 1.8 | 2 | 92 | 94 | 83 | 99
CCOc1ccccc1C(=O)N1CCC(n2nnc3cc(C)ccc32)CC1 | 5 | 98 | 10 | 105 | -12 | 1.6 | -2 | 106 | 103 | 101 | 101
CC(Oc1cccc(Cl)c1)C(=O)NCc1ccc(S(N)(=O)=O)cc1 (stereo unspecified) | 6 | 95 | 2 | 96 | 18 | 1.7 | -7 | 99 | 98 | 98 | 95
Cc1cc(/C=C2\NC(=S)N(C)C2=O)ccc1N1CCCC1 | 25 | 94 | 8 | 99 | 2 | 21 | 6 | 102 | 97 | 96 | 102
Cc1ccc(CCN2CC(C(=O)NCCCN3CCOCC3)CC2=O)cc1 (stereo unspecified) | 1 | 96 | 16 | 98 | x | 0.0 | 16 | 96 | 97 | 98 | 96
COc1ccc(-c2[nH]c(-c3ccccc3)nc2SCC(=O)NCc2ccco2)cc1OC | -1 | 97 | 8 | 103 | x | -2.3 | 26 | 102 | 100 | 100 | 105
COc1ccc(S(=O)(=O)N2c3ccccc3OCC2C)cc1 (stereo unspecified) | 4 | 99 | 25 | 98 | 23 | 0.9 | -6 | 107 | 92 | 95 | 92
CCn1c(SCC(=O)Nc2ccc(-c3nc4ccc(C)cc4s3)cc2)nnc1-c1ccccc1 | -2 | 103 | 256* | 103 | x | 1.0 | 66* | 105 | 102 | 108 | 99
O=C(NNS(=O)(=O)c1ccc(F)cc1)c1sccc1-n1cccc1 | 0 | 94 | 9 | 94 | -12 | 0.3 | -3 | 99 | 95 | 94 | 103
CCc1nc2ccccc2c(C(=O)OC2CCCCC2=O)c1C (stereo unspecified) | 3 | 95 | 26 | 98 | 0 | 0.7 | 21 | 98 | 98 | 100 | 99
CCCC(=O)Nc1nc(-c2ccc3c(c2)OCCO3)cs1 | 2 | 99 | 5 | 99 | x | 0.7 | -8 | 101 | 101 | 99 | 100
CCn1ncc(C2=NOC(C(=O)Nc3c(C)n(C)n(-c4ccccc4)c3=O)C2)c1C (stereo unspecified) | 2 | 98 | 5 | 99 | x | 0.3 | -1 | 103 | 101 | 101 | 100
O=C(NNS(=O)(=O)c1cccc(Cl)c1Cl)c1cccc(S(=O)(=O)N2CCOCC2)c1 | -7 | 100 | 8 | 100 | 0 | -1.5 | 0 | 100 | 99 | 101 | 96
CCC(C)(C)NC(=O)C(c1ccc(OC)cc1)N(Cc1ccco1)C(=O)CCC(=O)Nc1cc(C)on1 (stereo unspecified) | 0 | 102 | 6 | 98 | x | 0.7 | -15 | 103 | 99 | 101 | 90
O=C(c1ccc(Cl)c(Cl)c1)N1CCC(=O)N(C(COCc2ccccc2)Cc2ccccc2)CC1 (stereo unspecified) | 3 | 99 | 10 | 96 | x | 2.4 | 1 | 104 | 96 | 97 | 94
O=C(CSc1nnnn1-c1ccccc1)Nc1ccc(N2CCOCC2)cc1 | 7 | 95 | 10 | 99 | 12 | 0.8 | 25 | 102 | 101 | 101 | 107
COc1ccccc1N1C(=O)CC(Sc2ncccc2C(=O)O)C1=O (stereo unspecified) | 1 | 100 | 34 | 102 | -11 | 0.8 | 23 | 105 | 103 | 104 | 102
CC(CC(=O)C1C(C)C=CCC1(C)C)NNC(N)=O (stereo unspecified) | 1 | 95 | 10 | 97 | -12 | 0.5 | -8 | 96 | 98 | 97 | 100
CC(C)OC(=O)CSc1nc(N)c(C#N)c(-c2cccs2)c1C#N | 3 | 96 | 25 | 97 | -10 | 0.4 | 4 | 98 | 98 | 97 | 94
COc1cccc(CNC(=O)CCCNS(=O)(=O)c2cccs2)c1 | 4 | 100 | 12 | 103 | 5 | 0.8 | 5 | 107 | 101 | 105 | 102
Cc1ccc(S(=O)(=O)N/N=C(\c2ccccc2)c2cccnc2)cc1 | 0 | 95 | 4 | 98 | 0 | 0.0 | 11 | 97 | 100 | 94 | 101
NS(=O)(=O)c1ccc(CCNC(=O)CCCn2c(SCC(=O)N3CCCC3)nc3ccsc3c2=O)cc1 | 1 | 98 | 12 | 97 | 0 | 0.7 | 8 | 97 | 99 | 100 | 97
CCCC(=O)NCCSC | -1 | 97 | 13 | 100 | -6 | -0.4 | -5 | 100 | 97 | 100 | 100
O=C(Nc1ccccc1)C1=C[C@H](C2CCCCC2)C[C@H](OCc2ccc(CO)cc2)O1 | 6 | 93 | 5 | 95 | x | 4.1 | -12 | 96 | 95 | 93 | 97
COCCNC(=O)COc1cc(=O)n(C)c2ccccc12 | 0 | 100 | 13 | 102 | 0 | -0.1 | -5 | 102 | 104 | 103 | 95
c1ccc(SCc2nc3ccccc3[nH]2)nc1 | 0 | 97 | 37 | 97 | 23 | 0.1 | 11 | 98 | 97 | 97 | 97
Cc1ccccc1NC(=O)c1c(Cl)nc(C)c(Cl)c1C | 1 | 101 | 10 | 100 | -5 | 0.4 | 3 | 103 | 98 | 104 | 101
O=C(Nc1ccc(O)cc1)c1cc2n(n1)C(C(F)(F)F)CC(c1ccco1)N2 (stereo unspecified) | 1 | 91 | 12 | 93 | x | -3.6 | 31 | 92 | 92 | 91 | 92
CCNS(=O)(=O)c1ccc(NC(=O)Nc2cccc(OC)c2)cc1 | 0 | 100 | 6 | 103 | -10 | 0.0 | 14 | 106 | 106 | 108 | 102
CCN1CCN(S(=O)(=O)c2ccc(Oc3ccccc3OC)cc2)CC1 | 31 | 96 | 18 | 98 | x | 2.4 | 10 | 100 | 99 | 98 | 98
CCOC(=O)c1c(C)[nH]c(NC(=O)N2CCOCC2)c1C | -2 | 98 | 36 | 99 | x | -0.5 | 22 | 100 | 99 | 100 | 99
Cc1ccc2nc(C(Cl)(Cl)Cl)nc(N/N=C/c3ccncc3)c2c1 | -2 | 97 | 5 | 97 | -1 | -1.1 | 14 | 96 | 101 | 97 | 104
Cc1cc(C)nc(N2CCCC(C(=O)NC3CCCC3)C2)n1 (stereo unspecified) | 1 | 102 | 11 | 103 | x | 0.2 | 9 | 104 | 103 | 106 | 101
Cc1ccc(C(=O)Nc2sc3c(c2C#N)CCCCC3)cc1C | 0 | 93 | 6 | 96 | 4 | -0.3 | 4 | 98 | 96 | 98 | 92
O=C(CCCOc1ccc(Cl)cc1Cl)Nc1ccncc1 | 5 | 98 | x | 99 | x | -1.0 | 7 | 106 | 99 | 103 | 99
O=C(NCCC1=CCCCC1)c1ccc(Br)o1 | 6 | 99 | 11 | 100 | x | 0.9 | 1 | 106 | 99 | 101 | 99
COC(=O)Cc1c(C)c2ccc(OC(=O)c3ccco3)cc2oc1=O | 6 | 99 | 22 | 98 | x | 1.2 | 6 | 100 | 97 | 98 | 98
Cc1nccc(-c2ccc(-n3c(C)ccc3C)cc2)n1 | 5 | 93 | 8 | 94 | x | 0.1 | 21 | 94 | 94 | 93 | 91
Cc1ccccc1C(=O)NNc1ncnc2c1cnn2C | 0 | 97 | 11 | 101 | -38 | 0.0 | -14 | 99 | 101 | 96 | 104
COc1ccc(-c2[nH]n(-c3ccc([N+](=O)[O-])cc3)c(=O)c2C=NCc2ccncc2)cc1 | -3 | 99 | 15 | 100 | 6 | 0.5 | 25 | 102 | 102 | 97 | 96
CC(=O)OCC1(C)CN(c2ccccc2)N(C(=O)c2ccc(F)cc2)C1=O (stereo unspecified) | 1 | 102 | 10 | 106 | 2 | 1.1 | -2 | 109 | 105 | 106 | 99

Another view of 2 compounds above.
SMILES,ABCG2 inh,Rac1 mut GTP,Avidin bead fluor,HRas wt GTP,Pf gamet viab,ABCB1 block,Mcl1-Noxa inh,Rac1 wt GTP bind,Rab2A wt mod,Cdc42 wt GTP,Rab7 wt GTP bind
CC(Oc1cccc(Cl)c1)C(=O)NCc1ccc(S(N)(=O)=O)cc1 (stereo unspecified),6,95,2,96,18,1.7,-7,99,98,98,95
Cc1cc(/C=C2\NC(=S)N(C)C2=O)ccc1N1CCCC1,25,94,8,99,2,21,6,102,97,96,102

(further entries)
SMILES | ABCG2 inh | Rac1 mut GTP | Avidin bead fluor | HRas wt GTP | Pf gamet viab | ABCB1 block | Mcl1-Noxa inh | Rac1 wt GTP bind | Rab2A wt mod | Cdc42 wt GTP | Rab7 wt GTP bind
Cc1cc(C)c(S(=O)(=O)/N=C2\C=CC(=O)C(Cl)=C2)c(C)c1 | -5 | 97 | 28 | 98 | x | -0.8 | 96* | 104 | 100 | 102 | 94
O=C(CNC(=O)c1ccco1)N/N=C/c1c[nH]c2ccccc12 | -1 | 99 | 5 | 98 | -6 | -0.5 | 4 | 100 | 95 | 97 | 93
COc1ccc(N(CC(=O)N/N=C/c2ccc3c(c2)OCO3)S(=O)(=O)c2ccccc2)cc1 | 5 | 96 | 10 | 98 | x | -0.3 | -4 | 97 | 100 | 97 | 105
CNC(=O)C1CC(=O)N(CCc2ccccc2)C(=Nc2ccc(OC)cc2)S1 (stereo unspecified) | 3 | 97 | 9 | 101 | x | 0.4 | 13 | 102 | 99 | 100 | 103
CN(C)c1c(N)[nH]c2c(c1=O)c(=O)n(C)c(=O)n2C | 1 | 98 | 4 | 100 | 21 | 0.3 | 9 | 102 | 98 | 103 | 101
Cc1ccc(S(=O)(=O)NCCCCCC(N)=O)cc1 | 0 | 100 | 17 | 100 | x | 0.2 | 9 | 99 | 99 | 98 | 97
